Assay outcomes as filed in PubChem BioAssay.
PriA SSB inh: inhibitors of Klebsiella pneumoniae PriA binding to SSB C-terminal tail. AlphaScreen SSBct-PriA binding, biotinylated peptide. 430,000 compounds, 0.6% hits. inhibition, % at 33 µM; in the data active = inhibition mostly above about 37%, no sharp cut-off; inactive = mostly below about 20%;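 also: plate controls were negative control peptide for no effect and reference peptide for full effect; strong numbers were not always called active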
* = called active by the depositor; & = joins results of further samples. A portion of the library. The share of hits here may be higher or lower than overall.

SMILES | PriA SSB inh
COCCNC(=O)Cc1ccc(NS(=O)(=O)c2ccc(NC(=O)OC)cc2)cc1 | 0
Cc1noc(C)c1C(=O)N1CCCC(Cc2nc(-c3ccccc3F)no2)C1 (configuration not stated) | 1
CC(=O)Nc1nnc(-c2ccc(Br)cc2)o1 | -5
CCNC(=O)Cc1csc(NC(=O)c2ccccc2)n1 | 20
COc1cccc(C2=NN(C(C)=O)C(c3cn(-c4ccccc4)nc3-c3cccs3)C2)c1 (configuration not stated) | 17
COc1ccc(S(=O)(=O)Nc2ccc3c(c2)CN(C(=O)C(C)C)CC3)cc1Cl | -1
COc1ccccc1[C@H](CNC(=O)NC1CCCC1)OC | -7
Cc1cc(=O)oc2c3c(ccc12)OCC3=NN | 0
CC(=O)NC1C(OCc2ccccc2)OC(CO)C(O)C1OC(=O)c1ccccc1 (configuration not stated) | 1
CO[C@@H](CNC(=O)c1cn(C)nn1)c1ccsc1 | -7
Cc1nn(C)cc1C=NNC(=O)c1ccc(Cn2cc(Cl)cn2)cc1 | -4
O=C1C[C@@]2(CCN(C(=O)Nc3ccc4c(c3)OCO4)C2)Oc2ccccc21 | -6
CCOc1ccc(-c2csc(NC(=O)c3cccc(C(=O)Nc4nc(-c5ccc(OCC)cc5)cs4)n3)n2)cc1 | 8
NS(=O)(=O)c1ccc(CCNc2cnc3cc(S(=O)(=O)N4CCCCC4)ccc3n2)cc1 | 102*
CN1CCOc2ccc(NS(=O)(=O)Cc3ccccc3Cl)cc2C1=O | -5
O=C(Nc1ccc(SCCN2CCOCC2)nn1)c1cccc(F)c1 | -6&-1
O=C(NCc1cccs1)N1CCCCC(c2ccc(Cl)cc2)C1 (configuration not stated) | 3
COc1ccc(SCC(=O)O)cc1 | -8
CCc1nnc(C2CCN(C(=O)C3CC3)CC2)s1 | 7
Clc1ccc(-c2csc(Cc3nc(-c4ccc(Br)cc4)cs3)n2)cc1 | -21&-3
CN(C)C(CN)c1ccco1 (configuration not stated) | -4&2
O=C(c1cccs1)N1CCC(c2nnc(-c3ccc(F)cc3)o2)CC1 | -4
Cc1ccc(OC2CCN(C(=O)C(C)(C)Oc3ccc(Cl)cc3)CC2)nn1 | 13
O=C(C(c1ccccc1)c1ccccc1)N1CCC(COCc2ccccc2)CC1 | 4
Cc1noc(C)c1CNc1ncc2c(=O)n(Cc3ccccc3)c(=O)[nH]c2n1 | 3
Cc1nnc(SCC(=O)Nc2ccc(Cl)cc2)[nH]c1=O | 5
Cc1cc(NC(=O)C(=O)NCC2CCN(Cc3cccs3)CC2)c2ccccc2n1 | -17
CCc1ccc(S(=O)(=O)NCCOc2ccccc2)cc1 | -17&-14
COc1c2ccc(C(=O)NCc3cccc(Oc4ccccn4)c3)cc2nn1C | -5
COc1ccc(Cl)cc1C(=O)Nc1cnc(-n2nc(C)cc2C)nc1 | -1
Cc1cc(C)n(-c2ccc(Nc3ccc(NC(=O)c4ccc(Br)o4)cc3)nn2)n1 | 11
O=C(NC1CCN(c2cc(C(F)(F)F)ncn2)CC1)c1cc(-c2cccs2)[nH]n1 | 3
O=C(Nc1ccc(SCCN2CCCCC2)nn1)C1CC1 | -11&-9
Cc1nnc(SCC(=O)c2ccccc2)c2c1cnn2-c1ccc(F)cc1 | -9
O=C(Nc1cccc(Cl)c1)Nc1nc(C(=O)NC2CCN(Cc3ccccc3)CC2)cs1 | 17
Cc1cc(C(=O)Nc2nc3c(s2)CN(C(=O)[C@H]2CC(=O)N(c4ccc(Cl)cc4)C2)CC3)no1 | 8
CCSc1ccccc1C(=O)N1CCSC(c2ccco2)CC1 (configuration not stated) | 5
Cc1csc(C(=O)N2CCc3cnc(N4CCOCC4)nc3C2)c1 | -1
CCC(=O)Nc1nc2ccc(S(=O)(=O)N(C)C)cc2s1 | 13
COc1ccc(C=NNC(=S)SCN2C(=O)C3CCC(C)(C2=O)C3(C)C)cc1 (configuration not stated) | 19
CC1(C)CC(=O)C2=C(C1)NC(SCC(=O)N1CCOCC1)=C(C#N)C2c1ccco1 (configuration not stated) | -14
O=C(NCCCn1nc(-c2cccnc2)ccc1=O)c1ccc2c(c1)OCO2 | -17&-9
Cc1cc(NC(=O)c2ccno2)n(C)n1 | -9&3
COC(CNC(=O)Nc1ccccc1C(F)(F)F)c1ccccc1Cl (configuration not stated) | -7
CCc1ccc(NC(=O)C(=O)NCC[C@H]2CCCCN2S(=O)(=O)c2c(C)cc(C)cc2C)cc1 | -13
COC(=O)NN=Cc1cn(Cc2c(Cl)cccc2Cl)c2ccccc12 | 4
O=C(COc1ccccc1F)Nc1cnn(CC2CCOCC2)c1 | -6
COc1cc(/C=N\NC(=O)c2[nH]nc3c2CCc2ccccc2-3)ccc1O | 5
CC(C)c1ccc(OCC(=O)N(Cc2ccsc2)CC(F)(F)F)cc1 | -42
CCSc1ccccc1C(=O)NCC1(Sc2ccccc2)CCOCC1 | -16
O=C(NC1CCC(Oc2ncc(F)cn2)CC1)c1cc(=O)c2ccccc2o1 (configuration not stated) | -17
c1ccc(N2CCN(CCCCn3c4ccccc4c4ccccc43)CC2)nc1 | 21
Cc1cc(N)c2cc(Br)ccc2n1 | -14
COc1ccccc1NC(=O)CC1CCCCN1S(=O)(=O)c1ccccc1 (configuration not stated) | 16
COCCN(Cc1ccoc1)C(=O)c1cnoc1C | 5
COc1cc(C=NNc2ccc(Cl)nn2)cc(OC)c1O | 8
COc1ccc(-c2cc(CC(=O)Nc3cccnc3)no2)cc1 | -12
O=C(Nc1cccc(C(F)(F)F)c1)N1CCOC2(CCOCC2)C1 | -3
Cc1ccc(-n2ccnc2SCc2nc(-c3ccc(Cl)cc3)no2)cc1 | -5
CCOc1cn(C)c(C(=O)NCCc2ccccc2)cc1=O | -8&4
Next entries follow:
SMILES | PriA SSB inh
NC(=O)NN=Cc1ccccc1OCc1cccc2ccccc12 | -8
CC(=NNc1ccc([N+](=O)[O-])cc1)c1ccc2c(c1)OCO2 | -9
Cc1cc(S(=O)(=O)NCC2(c3cccs3)CCOCC2)ccc1F | -1
N#CCSc1nc2c(-c3ccccc3)c[nH]c2c(=O)n1Cc1ccccc1 | 8
COC(=O)c1ccc(N2C(=O)CC(Sc3ncccc3C(=O)O)C2=O)cc1 (configuration not stated) | -1
Cc1ccc(NC(=O)Cn2nc(C3CCN(S(C)(=O)=O)CC3)n(C)c2=O)cc1Cl | -8
COC(=O)/C(=C/C(=O)c1ccccc1)Nc1ccc(OC)cc1 | 40
COc1ccc(S(=O)(=O)N2CCCCC2)cc1C(=O)Nc1ccc(S(C)(=O)=O)cc1 | -17
CC(C)n1c(C2CCCN2)nc2ccccc21 (configuration not stated) | 2
CCC(=O)N1CCc2ccc(NS(=O)(=O)c3cc(Cl)ccc3OC)cc2C1 | -2
COc1ccc(O)c(C=NNC(=O)CSc2nnc(C)n2-c2ccccc2)c1 | 0
N#CCCSc1ccccc1NC(=O)c1ccc(S(=O)(=O)N2CCCc3ccccc32)cc1 | -5
CCCN1CCCc2cc(CCNC(=O)c3ccc(OC)cc3)ccc21 | 74*
O=C(c1nnc(-c2ccccc2)o1)N1CCOCC1 | 4
CSCCC(C)(O)CNS(=O)(=O)C1CC1 (configuration not stated) | -10
COCCN1CCC(NC(=O)COc2ccccc2C)CC1 | -18
O=C(Cc1cc(=O)[nH]c(=O)[nH]1)N(CCO)Cc1ccccc1 | -16
O=C(COc1ccc2ccccc2c1)Nc1ccc2scnc2c1 | -25
Cc1ccc(NC(=O)NCC(c2ccsc2)N2CCOCC2)cc1 (configuration not stated) | 5
CSc1nc2ccc(NC(=O)c3cc(=O)c4ccccc4o3)cc2s1 | -3
CC[C@@](CNS(=O)(=O)c1ccccc1OC)(OC)c1ccccc1 | -2
O=c1ccc(-c2ccccc2)nn1Cc1nc(-c2cccc(Cl)c2)no1 | -5
CCc1cc2c(=O)c(-c3ccc4c(c3)OCCO4)coc2cc1OCC(=O)Nc1ccc(C)cc1 | 6
CCOC(=O)c1ccc(-n2cc(O)c(C(=O)OCC)n2)cc1 | -20
COc1ccccc1-c1nnc(NC(=O)C2CC2)o1 | 2
O=C(NCCc1csc(-n2cccn2)n1)c1cnn(-c2ccccc2)n1 | -27
COc1ccccc1CNC(=O)Cc1csc(NC(=O)c2ccc(=O)[nH]c2)n1 | -7
CC1(C)Cc2cccc(OCc3ccc(C(=O)NCc4c(F)cccc4F)cc3)c2O1 | -4&2
COc1cccc(CNC(=O)c2sccc2S(=O)(=O)N2CCN(c3ccc(F)cc3)CC2)c1 | -1
Cc1cccc(C(=O)Nc2noc3nc(C)ccc23)c1 | -12
CCOC(=O)c1cccc(NC(=O)Cn2nc(SC)c(S(=O)(=O)c3ccc(C)cc3)c2N)c1 | 1
COc1ccc(CCNC(=O)C(=O)Nc2cc(C)nc3ccccc23)cc1OC | -2
COC(=O)c1sccc1S(=O)(=O)Nc1cnn(CC2COc3ccccc3O2)c1 (configuration not stated) | -3
O=S(=O)(NCC(c1ccsc1)N1CCCC1)c1cccc(F)c1 (configuration not stated) | -7
Cc1ccc(-n2[nH]c(C)c(C=NNc3ccc([N+](=O)[O-])cc3[N+](=O)[O-])c2=O)cc1 | 21
O=S(=O)(NCC1CCN(Cc2cccs2)CC1)c1cccs1 | 5
COc1cc2[nH]c(=S)[nH]c(=O)c2cc1OC | -11
Cc1cccc2sc(NC(=O)NC3CC(=O)N(c4cccc(F)c4)C3)nc12 (configuration not stated) | -3
Cc1cc(C(=O)Nc2nnc(Cc3cccs3)o2)on1 | 7
O=C(c1c(F)cccc1Cl)N(CC(F)(F)F)C1CCOCC1 | -19
Cc1ccc(Cn2cnc3c(cnn3CCNC(=O)c3cccc(F)c3)c2=O)cc1 | -5
CC(C)(C)C(=O)N1CCc2ccc(NS(C)(=O)=O)cc21 | -1
O=C(NCCOc1cc(N2CCOCC2)ncn1)c1ccccc1F | -15
O=C(NCc1ccco1)C1CCN(c2ccc(-c3ccc(F)cc3)nn2)CC1 | -4
COc1cccc(C(=O)NCCNC(=O)c2ccc(NC(=O)C(C)C)cc2)c1OC | -2
O=c1c(NCc2ccc(Cl)cc2)nccn1-c1cccc(C(F)(F)F)c1 | 54*
CCS(=O)(=O)c1ccc(-c2ccc(NC(=O)COc3ccc(Cl)cc3)cc2)nn1 | -12&0
CCOC(=O)c1ccc(NC(=O)Cn2ccc3c(OC)cccc3c2=O)cc1 | -5&2
O=C(Oc1ccc(COC(=O)c2ccccc2O)cc1)c1ccccc1 | 11
O=C(Nc1cnn(CC2COc3ccccc3O2)c1)c1noc2c1CCCC2 (configuration not stated) | -5
CCOc1cc(C(=O)Nc2nnc(-c3ccno3)o2)cc(OCC)c1OCC | -8
COc1ccc(Nc2nc(N3CCOCC3)nc(N3CCCc4ccccc43)n2)cc1 | -4
O=c1cc(-c2ccccc2Cl)oc2ccc(Br)cc12 | -3
COc1ccccc1CCNC(=O)[C@H]1CCCN(c2ccc(=O)n(C)n2)C1 | -11
COc1cc(C=NO)c(Br)cc1OCC(=O)Nc1ccccc1C | -17
CC1(C)C2(CBr)CCC1(C(=O)O)C(Br)C2=O (configuration not stated) | -5
O=C(c1ccc2nc[nH]c2c1)N1CCC(c2nnc(-c3ccsc3)o2)CC1 | 4
Cc1cc(C)n(-c2ccc(C(=O)Nc3ccccc3C(N)=O)nn2)n1 | -4
COc1ccc([C@@]2(C)NC(=O)N(CC(=O)N3CCCc4ccccc43)C2=O)cc1 | -15
O=C(NCc1cnn2c1CCCC2)Nc1ccccc1C(F)(F)F | -6

18 entries from above, reformatted.
| mol | PriA SSB inh |
| --- | --- |
| O=C(NCCOc1cc(N2CCOCC2)ncn1)c1ccccc1F | -15 |
| O=C(NCc1ccco1)C1CCN(c2ccc(-c3ccc(F)cc3)nn2)CC1 | -4 |
| COc1cccc(C(=O)NCCNC(=O)c2ccc(NC(=O)C(C)C)cc2)c1OC | -2 |
| O=c1c(NCc2ccc(Cl)cc2)nccn1-c1cccc(C(F)(F)F)c1 | 54* |
| CCS(=O)(=O)c1ccc(-c2ccc(NC(=O)COc3ccc(Cl)cc3)cc2)nn1 | -12&0 |
| CCOC(=O)c1ccc(NC(=O)Cn2ccc3c(OC)cccc3c2=O)cc1 | -5&2 |
| O=C(Oc1ccc(COC(=O)c2ccccc2O)cc1)c1ccccc1 | 11 |
| O=C(Nc1cnn(CC2COc3ccccc3O2)c1)c1noc2c1CCCC2 (configuration not stated) | -5 |
| CCOc1cc(C(=O)Nc2nnc(-c3ccno3)o2)cc(OCC)c1OCC | -8 |
| COc1ccc(Nc2nc(N3CCOCC3)nc(N3CCCc4ccccc43)n2)cc1 | -4 |
| O=c1cc(-c2ccccc2Cl)oc2ccc(Br)cc12 | -3 |
| COc1ccccc1CCNC(=O)[C@H]1CCCN(c2ccc(=O)n(C)n2)C1 | -11 |
| COc1cc(C=NO)c(Br)cc1OCC(=O)Nc1ccccc1C | -17 |
| CC1(C)C2(CBr)CCC1(C(=O)O)C(Br)C2=O (configuration not stated) | -5 |
| O=C(c1ccc2nc[nH]c2c1)N1CCC(c2nnc(-c3ccsc3)o2)CC1 | 4 |
| Cc1cc(C)n(-c2ccc(C(=O)Nc3ccccc3C(N)=O)nn2)n1 | -4 |
| COc1ccc([C@@]2(C)NC(=O)N(CC(=O)N3CCCc4ccccc43)C2=O)cc1 | -15 |
| O=C(NCc1cnn2c1CCCC2)Nc1ccccc1C(F)(F)F | -6 |

(listing goes on)
SMILES | PriA SSB inh
O=C(c1ccccc1C(F)(F)F)N1CC(N2C(=O)CCC2=O)C1 | -3
COc1ccc(S(=O)(=O)N2CCC(C(=O)Nc3nnc(-c4ccc(C)c(C)c4)o3)CC2)cc1 | 3
Cc1ccc2nc(C)cc(C)c2c1 | 2&14
O=C(N1CCN(c2ccccc2F)CC1)N(c1ccccc1)c1ccccc1 | -7&2
Cn1nc(C2CCCN(C(=O)Cn3c(=O)oc4ccccc43)C2)n(-c2ccccc2)c1=O (configuration not stated) | -7
Brc1ccc(C=NNc2ccccc2)cc1 | 1
CSc1nnc2[nH]c(=O)cc(C)n12 | -6&14
CCOC(=O)c1ccccc1NC(=O)CSc1ccc(-c2ccco2)nn1 | -12
CN1CCN(c2ccc(-c3ccc(NC(=O)NC4CCCCC4)cc3)nn2)CC1 | -1
CCn1nccc1C(=O)Nc1ccc2sc(C)nc2c1 | -1
COC(=O)COc1c(Sc2ccc([N+](=O)[O-])cc2)c(C)nn1-c1ccccc1 | 16
CCOCC(=O)Nc1ccc2c(c1)OCC(C)(C)C(=O)N2CCC(C)C | 17
Cc1cccc(CS(=O)(=O)NCc2nn(C)c3c2COCC3)c1 | -6
